From PubChem
LRH-1 inv ag: inverse agonists of human LRH-1 (NR5A2); O00482; HEK293T StAR-luciferase reporter, LRH-1 transfected, 24 h; inhibition, % at 3.6 µM; 0.13% of 360,000 active;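 active means inhibition above the mean inhibition of all tested compounds plus 3 SD, cut at about 73% in these data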;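 further: 0% = DMSO wells and 100% = reporter-only cells lacking LRH-1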
EBV LMP1 NFkB: inhibitors of Epstein-Barr LMP1-induced NF-kappaB reporter; 0.69% of 350,000 active; LMP1-induced NF-kappaB luciferase reporter cells, luminescence; inhibition, % at 12.5 µM; in the data active means inhibition above about 41%;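 further: 0% = neutral control wells and 100% = reference inhibitor control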
SRC2 inh: inhibits human steroid receptor coactivator 2. Q15596. HEK293 GAL4-SRC2 luciferase reporter, luminescence. inhibition, % at 9 µM. 0.17% of 370,000 active;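 active means inhibition above the mean inhibition of all tested compounds plus 3 SD, set per campaign, cut at about 52% in these data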;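 further: 0% = DMSO treated cells and 100% = cells given Gossypol at 36 µM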
KKLEB cytotox: CF airway cell cytotoxicity counter-screen; 0.36% of 360,000 active; activity change (cytotoxicity), % at 5 µM; KKLEB CF airway cells viability, ATPlite luminescence, overnight; hits give low values; cells stimulated with P. aeruginosa culture filtrate;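 active means corrected activity change at or below -50% at 5 µM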
CF NFkB inh: blocks PAF-induced NF-kB reporter in cystic fibrosis cells; 0.86% of 360,000 active; inhibition, % at 5 µM; KKLEB NF-kB-GFP reporter, GFP fluorescence overnight;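 active means at least 50% inhibition at 5 µM, scaled per plate between neutral and stimulator controls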;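 further: PAF is a Pseudomonas aeruginosa culture filtrate used as stimulus; plate controls were PAF-stimulated DMSO wells for no effect and unstimulated DMSO wells for full effect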
TWEAK-Fn14 inh: blocks TWEAK-Fn14 interaction in a reporter cell assay; TWEAK-stimulated Fn14 reporter cells, luciferase luminescence, 8 h; inhibition, % at 10 µM; 2% of 360,000 active; in the data active means inhibition above about 50%
TROY NFkB inh: TROY signaling inhibition | Q293 LMP1-TROYcd NF-kB luciferase reporter, 4 h | inhibition, % at 10 µM | 0.98% of 360,000 active;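 active means compounds whose plate-normalised and pattern-corrected inhibition of the luciferase reporter signal at the single screening dose is 50% or more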
NR2F2 inh: NR2F2 (human) inhibition, primary screen; AID 686940; P24468; 0.7% of 370,000 active; inhibition, % at 8.6 µM; HEK293T NGFI-A luciferase reporter, luminescence;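 active means inhibition above a per-plate cutoff, mean inhibition of test wells between control levels plus 3 SD, cut at about 38% in these data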;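 further: cells cotransfected with COUP-TFII expression vector driving the NGFI-A reporter; 0% = median of COUP-TF2 test wells and 100% = reporter-only cells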
SRC1 inh: inhibitors of human steroid receptor coactivator 1 (SRC1) | 0.12% of 360,000 active | AID 588354 | HEK293 GAL4-SRC1 luciferase reporter, luminescence | inhibition, % at 3.6 µM;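 active means inhibition above the campaign mean plus 3 SD, with each screening campaign given its own cutoff, cut at about 60% in these data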;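 further: 0% = DMSO treated cells and 100% = gossypol at 36 µM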
C8 TRAIL sens: caspase-8 TRAIL sensitization | NB7+C8 cells + TRAIL, ATPlite viability luminescence | inhibition (viability loss, TRAIL sensitization), % at 10 µM | 1% of 360,000 active | AID 624354;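 active means compounds causing at least 50% loss of cell viability in the single-dose screen, relative to plate controls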
SRC3 inh: inhibits human SRC3 coactivator | Q9Y6Q9 | HEK293 GAL4-SRC3 luciferase reporter, luminescence | inhibition, % at 3.6 µM | 0.17% of 360,000 active | AID 588352;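 active means inhibition above a per-campaign cutoff, the mean of all compounds plus 3 SD, cut at about 60% in these data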;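 further: 0% = DMSO-treated cells and 100% = gossypol-treated cells at 36 µM; higher means less SRC3-driven luciferase light from the GAL4 reporter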
Target sequence (Q9Y6Q9 whole entry, looked up, the tested form may be a part): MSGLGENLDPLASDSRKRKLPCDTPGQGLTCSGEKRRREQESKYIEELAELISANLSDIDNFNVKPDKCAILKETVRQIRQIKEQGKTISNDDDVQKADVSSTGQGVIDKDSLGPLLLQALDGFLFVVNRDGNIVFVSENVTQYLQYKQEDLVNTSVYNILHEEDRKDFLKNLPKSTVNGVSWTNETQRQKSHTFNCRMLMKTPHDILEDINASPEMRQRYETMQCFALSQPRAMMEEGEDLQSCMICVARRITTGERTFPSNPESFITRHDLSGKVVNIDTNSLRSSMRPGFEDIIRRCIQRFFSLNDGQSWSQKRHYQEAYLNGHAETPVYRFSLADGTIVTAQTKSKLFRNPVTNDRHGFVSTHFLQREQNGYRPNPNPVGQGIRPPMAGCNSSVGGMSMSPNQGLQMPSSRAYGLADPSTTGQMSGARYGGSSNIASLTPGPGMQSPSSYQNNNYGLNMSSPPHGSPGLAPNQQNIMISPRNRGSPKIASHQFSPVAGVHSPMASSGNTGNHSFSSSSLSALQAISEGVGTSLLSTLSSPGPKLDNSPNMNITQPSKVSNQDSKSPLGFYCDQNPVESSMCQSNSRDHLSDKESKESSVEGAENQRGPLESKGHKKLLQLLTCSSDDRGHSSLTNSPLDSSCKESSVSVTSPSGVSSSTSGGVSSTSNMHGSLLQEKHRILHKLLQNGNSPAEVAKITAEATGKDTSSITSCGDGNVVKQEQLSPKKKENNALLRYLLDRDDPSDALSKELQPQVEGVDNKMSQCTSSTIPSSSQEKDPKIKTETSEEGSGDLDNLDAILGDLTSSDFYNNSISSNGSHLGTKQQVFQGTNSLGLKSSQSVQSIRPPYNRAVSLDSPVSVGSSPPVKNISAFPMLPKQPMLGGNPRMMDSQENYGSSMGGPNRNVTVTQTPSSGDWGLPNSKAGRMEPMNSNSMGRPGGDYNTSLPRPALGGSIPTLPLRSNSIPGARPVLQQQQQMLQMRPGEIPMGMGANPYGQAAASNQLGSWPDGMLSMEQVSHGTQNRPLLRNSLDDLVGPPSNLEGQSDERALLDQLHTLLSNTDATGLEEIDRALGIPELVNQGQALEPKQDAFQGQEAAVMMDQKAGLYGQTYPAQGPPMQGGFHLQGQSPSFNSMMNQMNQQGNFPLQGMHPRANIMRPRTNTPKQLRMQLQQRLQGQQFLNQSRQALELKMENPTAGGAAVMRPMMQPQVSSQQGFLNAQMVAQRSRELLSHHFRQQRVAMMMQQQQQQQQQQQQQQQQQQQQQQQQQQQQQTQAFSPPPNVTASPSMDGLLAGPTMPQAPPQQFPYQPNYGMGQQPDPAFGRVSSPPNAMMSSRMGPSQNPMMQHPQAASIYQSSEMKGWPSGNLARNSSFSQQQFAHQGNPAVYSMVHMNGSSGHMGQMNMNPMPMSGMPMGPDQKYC
An asterisk follows results filed as active; . = no result given.

SMILES	LRH-1 inv ag	EBV LMP1 NFkB	SRC2 inh	KKLEB cytotox	CF NFkB inh	TWEAK-Fn14 inh	TROY NFkB inh	NR2F2 inh	SRC1 inh	C8 TRAIL sens	SRC3 inh
COc1ccc(CNC(=O)c2c(O)c3cccc4c3n(c2=O)CCC4)cc1OC	-3	-3	1	-14	12	-7	19	9	5	8	0
Cc1ccc(NC(=O)CCn2c(=O)oc3ccccc32)c(C)c1	-2	2	16	7	6	0	6	-1	6	1	10
CCNC(=O)CC1C(=O)N(c2ccc(C)cc2)C(=O)N1Cc1ccccn1 (stereo not drawn)	5	-13	-5	-6	-18	16	9	-4	8	-15	1
O=C(O)Cn1c(SCc2ccccc2)nc2ccccc21	-13	-5	-15	-3	-9	-6	.	-12	13	19	-7
COc1ccc(C(=O)Nc2ncc(C)s2)cc1S(=O)(=O)N1CCOCC1	9	-3	1	-2	-8	26	-4	-5	-11	-12	-4
Cc1cccc(OCCn2c(S(=O)(=O)O)nc3ccccc32)c1	-7	-1	21	1	-4	-3	-13	6	15	-3	-3
CC(C)c1ccc(COc2ccc(C(=O)N3CCOCC3)cc2)cc1	-21	1	-37	-8	0	-12	-22	-3	-1	20	-2
Cc1cccc(C2=NN(c3ccc(Br)cc3)[C@@H](C(=O)N3CCOC3=O)[C@@H]2c2ccc([N+](=O)[O-])cc2)c1	9	4	-14	-14	1	5	-11	16	6	-1	11
CCSc1nc2c(c(=O)[nH]c(=O)n2C)n1C/C=C(/C)Cl	15	-2	-4	-18	26	2	-5	-7	-10	10	3
Cc1cccc(Cc2ccc(Cl)nn2)c1	6	-4	20	-11	16	-2	8	-18	-14	0	2

Filtered by structure, the entries above with an aryl methoxy group
SMILES	LRH-1 inv ag	EBV LMP1 NFkB	SRC2 inh	KKLEB cytotox	CF NFkB inh	TWEAK-Fn14 inh	TROY NFkB inh	NR2F2 inh	SRC1 inh	C8 TRAIL sens	SRC3 inh
COc1ccc(CNC(=O)c2c(O)c3cccc4c3n(c2=O)CCC4)cc1OC	-3	-3	1	-14	12	-7	19	9	5	8	0
COc1ccc(C(=O)Nc2ncc(C)s2)cc1S(=O)(=O)N1CCOCC1	9	-3	1	-2	-8	26	-4	-5	-11	-12	-4

Continued.
SMILES	LRH-1 inv ag	EBV LMP1 NFkB	SRC2 inh	KKLEB cytotox	CF NFkB inh	TWEAK-Fn14 inh	TROY NFkB inh	NR2F2 inh	SRC1 inh	C8 TRAIL sens	SRC3 inh
O=C(O)CSc1nnnn1-c1ccc2c(c1)OCCO2	3	1	-2	-2	9	0	-9	15	-5	-10	-20
Cc1ccc(OCc2cc(C(=O)N(C)Cc3nccn3C)no2)cc1C	-14	1	-6	-2	2	-8	-14	-8	2	17	13
COCCn1c(SCC(=O)Nc2ccc(F)cc2)nc2c(oc3ccccc32)c1=O	-3	2	-4	-54*	42	-6	2	17	9	1	19
Cc1ccccc1-n1c(=O)cc(N2CCN(C(=O)c3ccco3)CC2)[nH]c1=O	10	-7	0	2	6	-16	-1	11	17	-9	-6
COc1ccc(N(CC(=O)NCCSc2ccccn2)S(=O)(=O)c2ccccc2)cc1Cl	8	1	1	-13	-11	-11	-1	-7	0	-2	10
Cc1cccc(Nc2nc(N)c([N+](=O)[O-])c(NCCO)n2)c1	2	-2	-19	-13	7	-5	12	-14	-7	-16	-7
CC1(C)CNC(=O)CC(C)(C)N1	2	2	-12	4	3	5	3	-8	3	7	15
CCCCOc1ccc(C(=O)N/N=C/c2ccc(OCCN3CCCCC3)c(OC)c2)cc1	2	-8	-16	-4	-9	4	-26	-36	-15	15	3
CCCCN1C(=O)C(=O)N(CC(=O)Nc2ccc(C(N)=O)cc2)C1=O	11	-6	-4	-7	-12	14	-8	12	2	-8	3
O=C1CC(C(F)(F)F)=NN1	7	-4	2	-4	6	2	14	8	7	-19	8
Cn1cccc1/C=N/N1CCN(Cc2ccccc2)CC1	1	2	-13	-2	2	-12	-9	1	-16	16	18
CC(C)(C)c1ccc(NC(=O)CSc2n[nH]c(=O)n2-c2cccnc2)cc1	7	-13	-9	-14	-9	-17	-4	11	-10	-1	10
COc1ccc(-c2ccc3oc(-c4ccsc4)c(-c4ccc(OC)cc4)c3c2)cc1	-2	-6	-12	-8	30	13	-11	-5	4	0	1
COc1ccccc1CC(=O)NCCc1c[nH]c2ccccc12	13	-3	-21	3	-8	2	2	19	3	-2	-1
COc1ccc(/C(O)=C2/C(=O)C(=O)N(CC3CCCO3)C2c2ccc(OC)c(OC)c2)cc1 (stereo not drawn)	6	-13	9	0	3	3	0	-9	-9	5	3
CC(=O)Nc1cccc(C(=O)NNC(=O)c2ccc(-n3cnnn3)cc2)c1	-7	0	-3	0	11	-1	10	1	4	-17	-5
CCCN(CCC)C(=O)C1c2ccccc2Oc2ccccc21	24	-5	32	-2	-9	18	5	8	1	-9	14
CCc1ccc(NC(=O)C2CCCN2S(=O)(=O)c2ccc3c(c2)n(C)c(=O)c(=O)n3C)cc1 (stereo not drawn)	3	2	9	12	-9	14	-6	-4	-6	-7	11
Cc1cc(C)c(C(O)c2ncc(-c3ccccc3Cl)[nH]2)c(C)c1 (stereo not drawn)	13	.	13	-26	29	1	-34	2	-7	5	-7
O=C(Cc1c(Cl)cccc1Cl)Nc1ccc(S(=O)(=O)Nc2ncccn2)cc1	-11	-5	-39	6	-5	10	7	-1	-4	-21	-29
COc1cc(/C=C/c2ccc3cccc(OC)c3n2)c(O)c([N+](=O)[O-])c1	10	2	14	-21	38	1	4	7	-6	3	-4
OC1(Cc2cc(-c3ccccc3)no2)CCN(CCCc2ccccc2)CC1	-9	5	-5	2	-1	-13	11	4	10	2	-5
CC1CCN(S(=O)(=O)c2ccc(C(=O)OC(C)C(=O)NC3CCCCC3C)cc2)CC1 (stereo not drawn)	-1	-7	-17	3	6	-16	-1	7	3	-28	-2
S=C(Nc1ccc2c(c1)OCO2)Nc1ccc2c(c1)OCO2	-77	-16	-45	-10	1	-18	-31	-31	-41	8	-26
O=C(CSc1nc2ccccc2c(=O)n1CC1CCCO1)Nc1ccccc1Cl (stereo not drawn)	11	-6	-6	10	-9	39	-4	2	4	-4	4
O=C(CCCn1c(=O)c2sccc2n(CC(=O)NCc2ccco2)c1=O)NCc1ccco1	8	4	-12	-5	0	19	16	11	-10	-31	-6
O=C(Nc1ccc(CN2CCCCC2)cc1)c1sc2ccccc2c1Cl	-1	-2	-32	7	-8	-4	-20	6	-7	15	-12
C=CCNc1sc(C(=O)c2ccccc2)c(N)c1C#N	41	23	12	-12	21	-3	-16	10	-38	-21	7
CC(=O)Nc1ccc(S(=O)(=O)c2ccc(N)cc2)cc1N	-1	-38	-2	-1	1	-6	-8	-21	18	5	21
O=C(CSc1nnc(-c2cccnc2)o1)Nc1ccc(Cl)cc1	-17	3	13	8	-7	-9	-3	8	4	-1	-18
COc1ccc(NC(=O)c2cccc(NC(=O)C(C)C)c2)c([N+](=O)[O-])c1	-74	-12	-18	5	2	-33	-34	-18	-15	27	-29
Cc1ccc(Nc2nc(Cl)nc3ncn(C)c23)c(C)c1	9	5	-2	7	7	11	6	10	-4	-6	9
COc1cc(O)oc1C=Nc1ccc(Oc2ccccc2)cc1	-4	-8	-23	-17	3	5	-38	13	2	-4	-21
O=C(Nc1sc2c(c1C(=O)O)CCCC2)C(=O)N1CCOCC1	-16	-6	-16	-19	17	22	2	-38	-12	-20	-33
CCC(C)NC(=O)COC(=O)c1cccnc1Nc1ccccc1F (stereo not drawn)	10	-2	-14	18	6	-1	-28	3	2	15	4
Cc1cccc(C)c1NC(=O)CN(C)C(=O)CC1Sc2ccccc2NC1=O (stereo not drawn)	11	1	14	12	0	-1	3	-23	-10	-15	-27
COCCNC(=O)C(=O)Nc1cc2c3c(c1)C(C)C(=O)N3CCC2 (stereo not drawn)	2	1	3	4	-17	-6	-6	-48	-4	4	10
COc1ccc(/C=N/n2c(C)nc3ccccc3c2=O)cc1OC	5	-2	-13	4	-1	3	-5	21	4	16	-7
O=c1ccnc(Nc2ccc(Cl)cc2)[nH]1	-13	-1	32	0	-20	-37	-8	3	-9	7	4
Nc1[nH]c(C(=O)c2ccccc2)c(-c2ccccc2C(F)(F)F)c1C(=O)NCc1cccc2ccccc12	-12	.	-6	.	.	-3	14	-21	.	23	.
CCN1CCCC1Cn1cnc2c([nH]c3cc(OC)ccc32)c1=O (stereo not drawn)	-16	-3	-26	-8	5	-19	15	-1	0	-1	1
CCCCOP(=O)(OCCCC)C(Nc1ccc(C(=O)OCC)cc1)c1ccncc1 (stereo not drawn)	11	5	-9	-7	-1	-11	-13	2	4	3	1
CC12CN3CC(C)(CN(C1)C3c1ccc(F)cc1)C2 (stereo not drawn)	3	-15	12	-8	21	20	-7	16	11	-12	20
COc1ccc([N+](=O)[O-])cc1/C=N/NC(=O)CNC(=O)c1cccc(F)c1	3	4	7	6	-1	-16	-4	-2	-7	0	11
O=C(c1ccco1)N1CCN(C(=O)c2cnn(-c3ccc(F)cc3)c2-n2cccc2)CC1	-6	3	-54	7	-4	-7	-9	-10	-1	-5	-9
COc1ccccc1-c1c(C)nn2c(N)c(-c3ccccc3)cnc12	-11	2	-14	-6	7	1	24	0	-4	31	-21
O=S(=O)(NNc1ncc(C(F)(F)F)cc1Cl)c1ccccc1	3	2	-18	-7	20	-6	-69	-7	-72	-18	4
COc1ccc(NC(=O)Nc2nnc(N3CCCCC3C)s2)cc1OC (stereo not drawn)	19	-1	-8	-13	2	9	4	-10	4	1	-9
Cc1ccc(S(=O)(=O)N2CCN(c3nc(C)c4c(c3C#N)CC(C)(C)OC4)CC2)cc1	-15	-3	-6	13	-16	17	-25	19	-11	5	13
CCN(C(=O)CSc1nccn1C)c1cccc2ccccc12	10	-4	-31	14	-1	8	17	3	-5	-14	4
Other entries follow.
SMILES	LRH-1 inv ag	EBV LMP1 NFkB	SRC2 inh	KKLEB cytotox	CF NFkB inh	TWEAK-Fn14 inh	TROY NFkB inh	NR2F2 inh	SRC1 inh	C8 TRAIL sens	SRC3 inh
O=C(c1ccc2nc(Cc3cccc(Cl)c3)oc2c1)N1CCC(O)CC1	2	6	3	13	-5	-3	-14	-8	4	-5	4
CSCCC(NC(=O)c1ccc(Cl)cc1)C(=O)OCC(=O)N1CCCC1=O (stereo not drawn)	2	-1	10	16	-23	3	16	-7	-4	-2	-5
COc1cc2c(cc1NC(=O)c1cncc(Br)c1)oc1ccccc12	-15	-18	-19	-15	24	-11	-13	2	5	32	22
CCN1C(=O)C(CC(=O)Nc2cccc(C(C)=O)c2)S/C1=N\c1ccccn1 (stereo not drawn)	6	-16	2	5	1	25	-6	1	0	6	12
CC(NCc1cccc(OCc2ccccc2)c1)C(O)c1ccccc1 (stereo not drawn)	3	-10	7	-9	24	-15	-13	-19	9	-10	28
CCN1CCSc2ccc(C(=O)NCc3cccc(Br)c3)cc21	0	-5	6	0	-17	-8	-21	7	-2	0	-4
CCC(C)N(C(=O)COC(=O)c1nc(Cl)ccc1Cl)C1CCS(=O)(=O)C1 (stereo not drawn)	9	0	-16	-2	-10	4	7	-12	5	7	6
COc1ccccc1N1CCN(C(=O)c2ccc(CS(=O)(=O)c3ccccc3OC)o2)CC1	6	-5	-6	-4	7	12	-6	17	11	-11	18
CC(Sc1ccc(S(=O)(=O)N2CCOCC2)cn1)C(=O)Nc1ccc(Cl)cc1Cl (stereo not drawn)	10	-5	3	-12	-3	-34	-9	5	1	21	-36
CNC(=O)c1ccc(NC(=O)CC2SC(N3CCCC3)=NC2=O)cc1 (stereo not drawn)	-13	5	-27	-4	-28	-6	6	-9	-7	0	8
